Compound activity deposited in PubChem by The Scripps Research Institute Molecular Screening Center.
GAA850 FXN act – increases GAA850 frataxin promoter reporter activity; activation, % at 6 µM; HEK293 lucGAA850 FXN promoter luciferase reporter, 24 h; percent of 10 µM SAHA response; 360,000 compounds, 0.56% hits;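 active = activation above the average of all compounds screened plus 3 SD, cutoff fixed separately per campaign, cut at about 7.5% in these data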;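 note: 0% = DMSO wells and 100% = 10 µM SAHA wells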
DAX1 inh-1 – inhibits human nuclear receptor DAX1. HEK293 Gal4-DAX1 luciferase reporter, luminescence. inhibition, % at 6.75 µM. 340,000 compounds, 0.99% hits. AID 504766;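 active = inhibition above the mean over all tested compounds plus 3 SD, cut at about 4.2% in these data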;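 note: 0% = DAX1-transfected cells with DMSO and 100% = empty-vector control cells with DMSO; inhibition shows as a rise in luminescence from relieved DAX1 repression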
Target sequence (P51843 207-470 limits assumed): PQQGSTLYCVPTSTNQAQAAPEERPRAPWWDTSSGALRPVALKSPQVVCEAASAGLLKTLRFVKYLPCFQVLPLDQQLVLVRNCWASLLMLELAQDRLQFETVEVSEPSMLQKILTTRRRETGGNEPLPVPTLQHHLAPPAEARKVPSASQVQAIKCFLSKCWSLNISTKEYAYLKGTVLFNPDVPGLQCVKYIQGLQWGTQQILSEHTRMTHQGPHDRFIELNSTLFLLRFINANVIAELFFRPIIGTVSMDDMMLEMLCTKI
ADAM10 inh – inhibits human ADAM10; O14672; recombinant ADAM10, EDANS/DABCYL FRET peptide cleavage, 3 h; inhibition, % at 7 µM; 370,000 compounds, 0.62% hits; AID 720582;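 active = inhibition above a per-campaign cutoff equal to the mean of compounds falling between control-based bounds plus 3 SD, cut at about 20% in these data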;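 note: 0% = DMSO wells while the 100% control is not disclosed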
DAX1 inh-2 – blocks DAX1 repression of SF-1 activated StAR promoter | inhibition, % at 6.8 µM | AID 652010 | 370,000 compounds, 1.1% hits | HEK293T StAR-luciferase reporter, SF-1/DAX-1 repression relief;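 active = inhibition above the mean over all tested compounds plus 3 SD, cut at about 3.6% in these data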;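 note: 0% = DAX-1 cells with DMSO and 100% = cells lacking DAX-1 with DMSO; higher inhibition means more luminescence from relief of DAX-1 repression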
ssDAF-12 act – activators of S. stercoralis DAF-12 nuclear receptor; HEK293 ssDAF-12/GRIP1 lit1-tk-luc reporter, luminescence; % of 3 µM dafachronic acid response; activation, % at 6.8 µM; 370,000 compounds, 1% hits; AID 652126;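 active = activation above the mean over all tested compounds plus 3 SD, cut at about 0.9% in these data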;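 note: 0% = DMSO-only wells and 100% = 3 µM delta7-dafachronic acid wells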
PLC-beta3 inh – blocks human PLC-beta3 enzyme activity. Q01970. Purified PLC-beta3, fluorogenic substrate, fluorescence. inhibition, % at 12.2 µM. 370,000 compounds, 0.18% hits; in the data active = inhibition above about 11%;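 note: 0% = median of compound wells on plate and 100% = full blocker control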
hgDAF-12 ag – activates the H. glycines DAF-12 receptor ligand-binding domain; HEK293 GAL4-hgDAF12 UAS-luciferase reporter, agonist luminescence; normalized to butyrate control; activation, % at 6.8 µM; 370,000 compounds, 1.8% hits;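 active = activation above a cutoff set at the mean of all screened compounds plus 3 SD, cut at about 10% in these data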;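 note: 0% = DMSO wells and 100% = sodium butyrate wells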
hcDAF-12 act – activators of H. contortus DAF-12 nuclear receptor | AID 652067 | 370,000 compounds, 1.4% hits | HEK293 hcDAF-12 lit1-tk-luc reporter, luminescence; 0% DMSO, 100% Δ7-dafachronic acid | activation, % at 6.8 µM;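 active = activation above the mean of all tested compounds plus 3 SD, cut at about 5.5% in these data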;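 note: 100% = response to 3 µM Δ7-dafachronic acid high control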
ADAM17 inh – inhibits human ADAM17; inhibition, % at 6.95 µM; 370,000 compounds, 0.83% hits; recombinant ADAM17, EDANS/DABCYL FRET peptide cleavage; P78536;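 active = inhibition above the mean of compounds lying between control limits plus 3 SD, set per campaign, cut at about 8.5% in these data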;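 note: 0% = DMSO-only wells as the low control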
Target sequence (P78536 215-824 limits assumed): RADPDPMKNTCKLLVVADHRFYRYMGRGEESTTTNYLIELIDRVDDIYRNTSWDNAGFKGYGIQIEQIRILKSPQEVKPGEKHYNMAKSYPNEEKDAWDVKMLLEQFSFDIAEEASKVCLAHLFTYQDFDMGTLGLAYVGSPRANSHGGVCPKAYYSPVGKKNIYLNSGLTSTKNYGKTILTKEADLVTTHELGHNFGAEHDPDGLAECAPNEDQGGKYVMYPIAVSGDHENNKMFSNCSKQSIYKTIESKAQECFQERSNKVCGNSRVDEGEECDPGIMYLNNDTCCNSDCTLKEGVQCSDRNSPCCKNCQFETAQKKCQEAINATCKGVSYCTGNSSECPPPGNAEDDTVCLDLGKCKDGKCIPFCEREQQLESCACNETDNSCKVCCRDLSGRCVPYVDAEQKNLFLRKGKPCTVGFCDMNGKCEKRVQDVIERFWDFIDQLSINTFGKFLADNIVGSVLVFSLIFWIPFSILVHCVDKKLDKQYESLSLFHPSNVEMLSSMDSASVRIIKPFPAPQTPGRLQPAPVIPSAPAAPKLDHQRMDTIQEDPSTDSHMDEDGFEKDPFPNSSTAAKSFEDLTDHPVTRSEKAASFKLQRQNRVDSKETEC
sPLA2-III inh – Blocks human group III sPLA2 activity | Q9NZ20 | QFRET BODIPY PC-A2 liposome hydrolysis, fluorescence | inhibition, % at 12.2 µM | 370,000 compounds, 0.56% hits;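 active = inhibition above mean plus 3 SD of compounds lying within the high and low control bounds, cut at about 19% in these data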;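 note: 0% = median of test compound wells and 100% = no enzyme DMSO wells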
PLCg1 inh – inhibitors of human phospholipase C gamma1 | purified PLC-gamma1, fluorogenic substrate, fluorescence | P19174 | inhibition, % at 12.2 µM | 370,000 compounds, 0.84% hits; in the data active = inhibition above about 9.5%
An asterisk follows results filed as active; i = inactive; nt = not tested or not shown.

The line under a structure holds: GAA850 FXN act | DAX1 inh-1 | ADAM10 inh | DAX1 inh-2 | ssDAF-12 act | PLC-beta3 inh | hgDAF-12 ag | hcDAF-12 act | ADAM17 inh | sPLA2-III inh | PLCg1 inh
> CN(C)CCCN(C(=O)c1cc2ccccc2oc1=O)c1nc2ccc(F)cc2s1
→ 1.4 | 0.1 | 0.0 | 0.8 | -0.8 | 2.5 | 2.4 | 0.3 | 2.1 | -7.6 | 1.6
> NC(=O)CSc1nnc(-c2ccc(S(=O)(=O)N3CCCC3)cc2)n1CC1CCCO1 (centres undefined)
→ -1.8 | -0.1 | 1.9 | -0.1 | -1.4 | -3.5 | 2.6 | -0.3 | -0.8 | 1.3 | -3.3
> CC1CCCN(Cc2ccc(OCc3ccccc3)cc2)C1 (centres undefined)
→ -0.8 | 1.1 | -6.5 | 0.2 | -0.2 | -3.4 | 5.0 | 0.8 | -6.2 | -7.2 | -0.1
> Cc1cccn2c(=O)c3cc(C(=O)NC4CCCCC4)c(=N)n(Cc4ccccc4)c3nc12
→ 1.6 | 0.5 | i | -3.2 | -0.6 | -237.0 | -0.8 | 0.0 | -279.7 | 1.9 | -136.9
> Nc1ccc(Sc2cnn(-c3ccccc3)c(=O)c2Cl)cc1
→ 1.7 | 1.2 | 11.3 | -0.5 | -0.3 | 3.6 | 1.9 | 1.4 | 5.2 | 1.5 | 5.9
> O=C(CSc1nc2c(cnn2-c2ccccc2)c(=O)[nH]1)N1N=C(c2cccs2)CC1c1ccc(F)cc1 (centres undefined)
→ 2.1 | 1.4 | -9.8 | 0.5 | -1.6 | 0.5 | 0.2 | 0.4 | 2.4 | 3.3 | -0.7
> Nc1ccc2nc(C(F)(F)F)[nH]c2c1
→ -0.3 | 2.0 | -0.7 | -0.1 | -1.4 | -2.5 | 2.8 | 2.3 | -0.2 | 1.8 | -1.9
> COc1ccc([C@@H]2Sc3ccccc3NC(=O)[C@@H]2O)cc1
→ 0.4 | 0.2 | -3.1 | 0.1 | -0.7 | -7.2 | -1.6 | -0.4 | -4.2 | 8.9 | -1.6
> O=c1[nH]cnc2c1ccn2C1OC(CO)C(O)C1O (centres undefined)
→ -3.0 | 0.0 | -14.8 | -0.8 | -1.1 | 3.4 | -0.6 | -2.3 | 4.2 | 15.7 | 2.2
> CN(CC(=O)Nc1ccccc1N1CCOCC1)CC(=O)Nc1ccc(F)c(F)c1F
→ -1.2 | -0.7 | 2.6 | 0.0 | -2.1 | 3.4 | -1.6 | -0.2 | 2.3 | 1.9 | -2.2
> CN(C)S(=O)(=O)c1cccc(NC(=O)COC(=O)CNC(=O)c2cccc([N+](=O)[O-])c2)c1
→ -0.3 | 2.0 | 5.9 | 0.9 | -1.2 | -9.2 | 3.4 | -0.6 | -0.1 | 6.8 | 1.9
> Cc1ccc(C)c(NC(=O)CCN2CCN(C)CC2)c1
→ 1.1 | 2.2 | -1.8 | 0.4 | -0.8 | -5.5 | -0.7 | -1.8 | -5.0 | 5.4 | -1.1
> CC1(C(=O)NCCc2c[nH]c3ccccc23)CCN1CC1CCCCC1 (centres undefined)
→ 0.8 | nt | 3.1 | -0.2 | -0.7 | -0.3 | 0.8 | -2.2 | -0.8 | -95.1 | -0.7
> Cc1cccc(NC(=O)c2ccccc2O)c1C
→ 3.0 | 1.2 | -24.2 | 0.1 | -0.6 | 0.0 | 5.3 | 4.8 | -7.5 | -18.7 | -1.6
> CNC(=O)c1c[nH]n2c(=O)c(Cc3ccccc3F)c(C)nc12
→ -0.6 | 1.5 | -27.0 | 0.1 | -0.8 | -9.2 | -1.6 | -0.1 | -3.9 | -4.1 | -1.1
> Cc1ccc(S(=O)(=O)N(C)CC(=O)Nc2cc(C)ccn2)cc1
→ 3.4 | 2.8 | -1.6 | 4.6* | -0.1 | -6.5 | 10.5* | 5.0 | -1.8 | -2.9 | -1.0
> CN1CCN(c2ccc(NC(=S)NC(=O)c3cccc4ccccc34)cc2)CC1
→ 1.6 | 0.5 | -3.3 | -4.6 | -0.9 | -5.0 | 0.3 | -1.7 | -1.7 | 3.4 | 2.3
> CCOC(=O)c1c(C)[nH]c(C)c1C(=O)COC(=O)c1nc2nccc(C)n2n1
→ 0.9 | -1.1 | -7.2 | -0.1 | -1.3 | -6.7 | -3.3 | 0.2 | -6.1 | -2.7 | -2.4
> COCC(=O)Nc1ccc(S(=O)(=O)NCCc2ccccc2)cc1
→ -0.9 | -0.3 | 0.4 | -0.1 | -1.6 | 0.8 | 0.3 | -1.6 | 0.5 | -1.8 | 0.5
> O=C(CCn1cccc1)Nc1nccs1
→ -1.2 | 0.7 | 3.6 | -0.7 | -1.3 | 0.2 | -1.3 | 0.0 | -1.1 | -4.4 | -1.5
> COC(=O)CSc1cccc2c1C(=O)CC2c1ccccc1 (centres undefined)
→ -0.1 | -1.0 | -5.9 | 0.0 | -0.1 | -5.3 | -0.5 | -0.9 | -6.1 | -3.4 | -1.8
> Cc1cc(C)n2nc(SCCCC(=O)c3ccc(F)cc3)nc2n1
→ 2.0 | -0.4 | 8.5 | 0.6 | -2.1 | -1.7 | 3.2 | -1.1 | 0.7 | 4.6 | 2.4
> COc1ccc(CNC(=O)[C@H](C)NC(=O)C2CCN(S(=O)(=O)c3ccccc3)CC2)cc1
→ -0.6 | 0.1 | 9.1 | -0.1 | -1.1 | -6.9 | -2.3 | -1.7 | -3.6 | -0.5 | -2.7
> O=C(N/N=C/c1c(Nc2cccc(C(F)(F)F)c2)nc2ccccn2c1=O)c1ccccc1[N+](=O)[O-]
→ -1.8 | 0.7 | 31.6* | 0.3 | -0.3 | -2.7 | -0.3 | 0.1 | 1.0 | 2.3 | -1.9
> Cc1ccc(-c2nc(SCC(=O)NCC3CCCO3)c(-c3ccc(Cl)cc3)[nH]2)cc1 (centres undefined)
→ -0.4 | 2.3 | -1.1 | 2.7 | -0.3 | 3.5 | 0.9 | 0.1 | 0.7 | 0.0 | -1.0
> COc1ccc(C(=O)CSc2nnc(C3CCCCC3)n2N)c(OC)c1
→ 3.6 | -0.7 | -2.6 | -0.8 | -1.6 | 0.9 | -2.4 | -2.0 | -0.3 | 1.5 | -1.6
> Cc1ccccc1CN[C@@H]1CC[C@@]23CCCN2C(=O)CCC[C@H]3C1
→ nt | nt | -11.0 | nt | -1.1 | 0.5 | -2.7 | 0.5 | -1.9 | 12.1 | 1.2
> Cn1c(=O)c2c(nc(SCC(=O)NCc3ccc4c(c3)OCO4)n2Cc2ccccc2)n(C)c1=O
→ -0.7 | -1.6 | 3.3 | 2.5 | -0.3 | 4.2 | 8.8 | 1.6 | 2.9 | 1.2 | 3.5
> COc1ccccc1S(=O)(=O)Nc1ccc2cn[nH]c2c1
→ 1.5 | -0.6 | 4.5 | 1.0 | -1.6 | 1.8 | -2.4 | -0.6 | 0.7 | -4.7 | 1.5
> O=C(CN1CCN(S(=O)(=O)c2ccc(F)cc2)CC1)Nc1ccc(Cl)c(C(F)(F)F)c1
→ -1.8 | 0.7 | 12.5 | -2.0 | -1.4 | 3.9 | 0.1 | -1.1 | 7.6 | -28.0 | 1.7
> Cc1cc(C)c(C(=O)NNC(=O)c2cccnc2)c(C)c1
→ -0.9 | -0.6 | -5.4 | 0.0 | -0.8 | -4.0 | -0.4 | -1.6 | -1.6 | -0.7 | -0.8
> O=C(NCCc1ccccc1)NC1CCCCC1
→ 2.4 | 1.1 | 4.1 | 2.8 | -0.1 | 4.1 | 14.3* | 5.3 | -2.4 | 5.9 | 4.5
> Cc1cc(C)cc(NC(=O)CSc2nc(N)c(NC(=O)c3cccs3)c(=O)[nH]2)c1
→ -0.6 | 1.0 | -7.3 | 0.3 | -0.6 | -3.5 | -1.1 | -1.4 | -4.3 | 13.6 | -0.4
> COc1cccc(NC(=O)COC(=O)/C=C/c2c(C)nn(-c3ccccc3)c2C)c1
→ 0.8 | -0.6 | 2.0 | -1.9 | -1.2 | -10.0 | 1.9 | -2.6 | 2.6 | -14.4 | 1.3
> Nc1nonc1-c1nc2ccccc2n1CC(=O)N/N=C/c1ccc(-c2ccccc2C(=O)O)o1
→ 0.2 | -0.5 | -46.0 | 0.1 | -1.4 | -18.7 | -0.6 | -1.6 | -20.5 | -16.3 | -18.0
> CC(C)=CCn1c2ccc(NC(=O)Nc3ccc(N(C)C)cc3)cc2c(=O)n1C
→ 0.2 | nt | -263.7 | -3.1 | -1.1 | -224.5 | -3.7 | -0.9 | -64.8 | 17.6 | -176.5
> CCN(CC)C(=O)COc1cc(C)cc2oc(=O)cc(-c3ccccc3)c12
→ -2.8 | -0.1 | -39.4 | -0.7 | -1.4 | -100.9 | 0.2 | 0.6 | -10.4 | -2.2 | -84.0
> O=C(CN(Cc1ccccc1)S(=O)(=O)c1ccc(S(=O)(=O)N2CCOCC2)cc1)Nc1ccccc1
→ 0.7 | 3.6 | -8.9 | 0.1 | 0.2 | -0.5 | 1.1 | -2.6 | -0.5 | 9.7 | -1.2
> OC1NC(=S)N(c2ccccc2)C1O (centres undefined)
→ 0.4 | 1.1 | -0.4 | 0.0 | -0.8 | -0.9 | 0.2 | 0.0 | -8.5 | 11.4 | -0.4
> Cc1ccc(-n2c(SCC(=O)NCC3CCCO3)nnc2-c2ccoc2C)cc1 (centres undefined)
→ -0.3 | -0.6 | -2.7 | -0.5 | -0.6 | -1.2 | -0.6 | -1.6 | -1.1 | -2.0 | -0.7
> O=C(c1ccccc1Cl)N1CCNCC1
→ -0.5 | 0.3 | 5.6 | 0.9 | -0.9 | 3.0 | 0.5 | -1.3 | -2.0 | -7.9 | 0.5
> CCCCN(C(=O)c1nn(C)c(=O)c2ccccc12)c1c(N)n(CC(C)C)c(=O)[nH]c1=O
→ -1.6 | 0.2 | -10.5 | 0.4 | -1.3 | -6.8 | -1.0 | 0.2 | -2.5 | -2.2 | -1.8
> Cc1ccc(F)cc1NC(=O)CSc1ncccn1
→ -0.6 | 2.0 | -10.2 | 0.9 | -1.5 | -2.9 | -2.7 | -0.7 | -2.2 | 0.9 | -0.1
> C#C[C@]1(O)CC[C@H]2[C@@H]3CCC4=CC(=O)CC[C@@H]4[C@H]3CC[C@@]21C
→ 1.7 | -0.7 | -1.7 | 1.0 | -1.4 | 2.1 | -0.4 | -1.1 | 0.1 | 3.2 | 3.7
> CCCn1cc(S(=O)(=O)c2ccc(OC)cc2)c(=O)c2cc(OCC)ccc21
→ -1.2 | -0.3 | -41.8 | -3.8 | -0.6 | -5.1 | 0.9 | -2.1 | -7.9 | 5.0 | -3.5

Reprinted at random: 2 entries already listed.
The line under a structure holds: GAA850 FXN act | DAX1 inh-1 | ADAM10 inh | DAX1 inh-2 | ssDAF-12 act | PLC-beta3 inh | hgDAF-12 ag | hcDAF-12 act | ADAM17 inh | sPLA2-III inh | PLCg1 inh
> Cc1cc(C)cc(NC(=O)CSc2nc(N)c(NC(=O)c3cccs3)c(=O)[nH]2)c1
→ -0.6 | 1.0 | -7.3 | 0.3 | -0.6 | -3.5 | -1.1 | -1.4 | -4.3 | 13.6 | -0.4
> O=C(c1ccccc1Cl)N1CCNCC1
→ -0.5 | 0.3 | 5.6 | 0.9 | -0.9 | 3.0 | 0.5 | -1.3 | -2.0 | -7.9 | 0.5
